Compound activity as filed in PubChem BioAssay.
Casp6 inh = blocks human caspase-6 cleavage activity. P55212. purified caspase-6, Z-VEID-R110 cleavage fluorescence. inhibition, % at 12.5 µM. actives 0.53% (n = 350,000). AID 686996;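 active = mean inhibition across replicates at least about 35%, with every replicate also reaching that limit, limit read from the data; inconclusive = only one of the two criteria met; inactive = neither criterion met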;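 also: 0% = median of neutral control wells and 100% = no fluorescence left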
Target sequence (P55212 24-179 limits assumed): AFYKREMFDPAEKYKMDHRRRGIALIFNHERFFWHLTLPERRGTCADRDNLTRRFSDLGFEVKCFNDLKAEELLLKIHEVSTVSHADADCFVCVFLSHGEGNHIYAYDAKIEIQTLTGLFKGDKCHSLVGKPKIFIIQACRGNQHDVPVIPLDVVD
Target sequence (P55212 194-293 limits assumed): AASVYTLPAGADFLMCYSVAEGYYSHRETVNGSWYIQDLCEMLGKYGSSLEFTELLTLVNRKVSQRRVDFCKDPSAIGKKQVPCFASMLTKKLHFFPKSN
ERAP1 HTS inh = blocks human ERAP1 aminopeptidase activity | AID 652197 | recombinant ERAP1, Leu-AMC fluorescence, 60 min | inhibition, % at 10.7 µM | actives 0.15% (n = 340,000) | Q9NZ08;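 active = mean replicate inhibition of at least 30%, or all replicates individually reaching that 30% level; inactive = mean below 30% and not every replicate reaching it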;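 also: 0% = neutral control wells and 100% = L-leucinethiol positive control wells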
DENV2 CPE rescue = inhibitors of DENV2 cytopathic effect | actives 1.7% (n = 350,000) | DENV2-infected cells, cytopathic effect rescue, plate reader | CPE inhibition, % at 9.99 µM; in the data active = CPE inhibition above about 20%, passing the limit was not always enough; inconclusive = no clear call, values can overlap the other calls; tested in BHK-21 cells;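 also: 0% = median of neutral control wells and 100% = median of positive control wells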
miR-122 sensor = blocks miR-122 activity in Huh7 sensor cells; Huh7 miR-122 Renilla luciferase sensor, 48 h; neutral wells = 0, positive control = 100; activation (reporter increase), % at 12.5 µM; actives 0.3% (n = 340,000);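 active = mean replicate activation score at least 90 and every replicate individually at or above 90; inconclusive = only one of the two criteria met; inactive = neither criterion met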;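 also: higher luciferase means less miR-122 activity so hits act as miR-122 inhibitors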
ERp5 inh = blocks human ERp5 reductase activity on insulin. ERp5 insulin aggregation, absorbance 650 nm, 90 min. Q15084. actives 0.05% (n = 350,000). inhibition, % at 9.99 µM;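 active = mean replicate inhibition above about 25%, with every replicate also reaching it, limit read from the data, passing the limit was not always enough; inconclusive = only one of those two criteria met; inactive = neither criterion met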
Target sequence (Q15084 whole entry, looked up): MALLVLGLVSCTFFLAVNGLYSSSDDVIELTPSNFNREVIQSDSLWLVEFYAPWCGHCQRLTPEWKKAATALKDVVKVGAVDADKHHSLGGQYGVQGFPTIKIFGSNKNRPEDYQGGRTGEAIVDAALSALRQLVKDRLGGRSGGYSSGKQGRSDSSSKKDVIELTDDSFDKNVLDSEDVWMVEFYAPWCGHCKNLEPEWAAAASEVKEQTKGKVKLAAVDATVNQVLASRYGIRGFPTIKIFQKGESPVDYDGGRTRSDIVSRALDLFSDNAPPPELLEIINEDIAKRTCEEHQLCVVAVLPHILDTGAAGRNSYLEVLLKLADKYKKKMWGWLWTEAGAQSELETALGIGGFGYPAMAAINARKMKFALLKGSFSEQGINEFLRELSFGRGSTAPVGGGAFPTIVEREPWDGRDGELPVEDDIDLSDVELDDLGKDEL
SIRT5 block = blocks human SIRT5 desuccinylation of peptide. inhibition, % at 15 µM. Purified SirT5, succinyl-peptide AMC, trypsin-coupled fluorescence. actives 1.1% (n = 330,000); in the data active = inhibition above about 15%; inconclusive = no clear call, values can overlap the other calls
Target sequence (Q9NXA8 whole entry, looked up): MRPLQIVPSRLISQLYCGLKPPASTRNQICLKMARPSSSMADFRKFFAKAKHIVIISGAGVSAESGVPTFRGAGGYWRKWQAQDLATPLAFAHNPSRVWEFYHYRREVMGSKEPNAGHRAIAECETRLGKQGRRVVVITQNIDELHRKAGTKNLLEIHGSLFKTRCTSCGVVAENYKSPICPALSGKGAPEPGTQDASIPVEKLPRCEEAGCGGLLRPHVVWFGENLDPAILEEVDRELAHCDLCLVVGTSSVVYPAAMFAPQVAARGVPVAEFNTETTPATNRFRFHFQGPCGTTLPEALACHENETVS
CFTR F508del cor = CFTR F508del correction in bronchial cells. CFBE cells, YFP halide quenching; stimulated with forskolin plus potentiator P3; % fluorescence drop versus neutral controls. activity (quench increase), % at 7.58 µM. actives 0.36% (n = 350,000);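 active = mean added fluorescence quench of at least 8% versus neutral control, with both replicates also reaching 8%; inconclusive = only one of the mean or replicate conditions met; inactive = mean below 8% and not both replicates reaching 8%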;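 also: cells transiently co-express mutant CFTR-F508del with the halide-sensitive YFP; corrector assay measuring rescue of mutant channel to the surface after 24 h compound exposure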
The depositor's hits bear a star; ? = inconclusive; · = not tested or not shown; [ ] = dose if it differs, or a comment. The order is random, and some 4% of all compounds hit somewhere here.

The line under a structure holds: Casp6 inh, ERAP1 HTS inh, DENV2 CPE rescue, miR-122 sensor, ERp5 inh, SIRT5 block, CFTR F508del cor
> CCOc1ccccc1N=Cc1c(O)n(C)c(=O)n(C)c1=O
    1, 1, 4, 5, -8, -7, -3.4
> COC(=O)c1ccc(CSc2ccc3nnc(-c4ccc(F)cc4)n3n2)o1
    1, -2, 2, ·, -1, 4, -0.3
> Cc1[nH]c2ccccc2c1/C=N/Nc1ccccn1
    0, 4, 6, ·, 3, -3, 4.5
> COc1ccc(NC(=O)N(C)C[C@@H]2Oc3ccc(NC(=O)C4CCCCC4)cc3C(=O)N([C@H](C)CO)C[C@@H]2C)cc1
    1, -2, 3, 4[16.7 µM], 2, -1, 2.5
> C[C@H](CO)N1C[C@H](C)[C@@H](CN(C)Cc2ccc3c(c2)OCO3)Oc2c(NC(=O)Nc3ccc(C(F)(F)F)cc3)cccc2C1=O
    2, 0, 13, 29[16.7 µM], -1, 0, 1.0
> Cc1cc(C(=O)COC(=O)[C@H](C)NC(=O)c2ccco2)c(C)n1Cc1ccco1
    2, -1, -3, ·, 5, -2, -0.9
> C[C@@H]1CN([C@H](C)CO)C(=O)c2cc(N(C)C)ccc2O[C@@H]1CN(C)C(=O)Nc1ccc(C(F)(F)F)cc1
    1, 2, 2, 44[16.7 µM], -4, 2, 6.3
> CC(C)(C)c1ccc(-c2n[nH]c(=S)n2Cc2ccccc2)cc1
    7, -4, 4, 2, -7, 3, -0.8
> COc1ccc(NC(=O)N(C)C[C@H]2OCCCC[C@H](C)Oc3ccc(NC(=O)Nc4ccc5c(c4)OCO5)cc3C(=O)N([C@H](C)CO)C[C@@H]2C)cc1
    2, 0, 4, 2[16.7 µM], -1, 6, 0.5
> COCCC(=O)N1CCC(Oc2ccc(C(=O)N3CCCCC3COC)cc2)CC1 (stereo not given)
    1, -1, -4, -5, 5, -5, -0.5
> O=C(CCCl)N1c2ccccc2C=Cc2ccccc21
    -3, -2, -2, -7, -4, 1, -1.6
> C[C@@H](C(=O)N[C@H](C(=O)O)c1ccccc1)n1nnc2ccccc2c1=O
    3, 0, -6, ·, -6, -2, ·
> O=C(NCCOC(=O)Nc1cccc2ccccc12)OCc1ccccc1
    -2, 0, 8, ·, -6, -2, -1.9
> CCCNC(=O)C[C@H]1CC[C@@H]2[C@H](COc3ccc(NC(=O)C4CCCC4)cc3C(=O)N2C)O1
    1, 0, -3, 9[16.7 µM], -4, -1, -3.0
> CN(C)S(=O)(=O)c1ccc(F)c(C(=O)Nc2ccccc2C(=O)NC2CC2)c1
    1, -2, -4, 7, 2, -4, -5.4
> CC(=O)Nc1ccc(Nc2nc(C)cc(C)n2)cc1
    0, 3, -5, -3, 3, -6, 0.8
> O=C(COC(=O)C1CC2CCCC(C1)C2=O)Nc1ccc(F)c(Cl)c1 (stereo not given)
    4, 2, 3, 6, 0, -4, 1.5
> COc1ccc(NC(=O)COC(=O)c2cc([N+](=O)[O-])ccc2N2CCOCC2)cc1
    1, 6, 5, -3, 7, -1, -3.7
> COc1ccccc1CN(C)CC(=O)Nc1ccc(Cl)cc1F
    ·, -2, -6, ·, 0, 1, 5.7
> Cn1c(=O)c2c(ncn2CC(N)=O)n(C)c1=O
    -8, -1, ·, ·, 3, 8, ·
> O=C(CSc1nc2nccnc2c(=O)n1Cc1cccs1)Nc1ccccc1
    -3, -4, 19, 9, -6, 1, 2.7
> Cc1ccc(S(=O)(=O)N(C)C[C@H]2Oc3ccc(NS(=O)(=O)c4c(C)noc4C)cc3CC(=O)N([C@H](C)CO)C[C@@H]2C)cc1
    -1, -4, -5, 10[16.7 µM], 0, 3, -1.2
> O=C1CSC(c2ccc([N+](=O)[O-])cc2)N1C1CCCCC1 (stereo not given)
    0, -1, 2, ·, 1, ·, 3.3
> c1cncc(CNCc2ccco2)c1
    -5, 4, 2, -3, 1, -2, 0.1
> Cc1noc(C)c1NC(=O)N(C)C[C@@H]1Oc2ccc(NC(=O)NC(C)C)cc2C(=O)N([C@@H](C)CO)C[C@@H]1C
    8, 0, 16, -1[16.7 µM], 6, -4, 1.8
> C[C@@H]1CN([C@@H](C)CO)C(=O)Cc2cc(NC(=O)C3CC3)ccc2O[C@@H]1CN(C)C(=O)Nc1ccc(C(F)(F)F)cc1
    -4, 4, -3, 1[16.7 µM], 2, 2, 3.3
> O=C(COC(=O)c1cc(Br)ccc1O)NNC(=O)c1ccc(Cl)cc1
    0, -3, -1, -13, -2, -3, 0.0
> O=C1CCCN2N=C(SCC(=O)Nc3ccccc3C(F)(F)F)SC2=N1
    3, -2, -8, 7, 4, -1, -1.3
> Cc1ccc(SCCOCCN2CCc3ccccc3C2)cc1
    -8, 2, 2, -7, -6, -2, ·
> COc1ccc(N2CCN(C(=O)c3cccc(S(=O)(=O)N4CCc5ccccc54)c3)CC2)cc1
    1, 1, 9, ·, 3, ·, -3.5
> CC(C)NC(=O)N(C)C[C@@H]1OCCCC[C@@H](C)Oc2ccc(NC(=O)NC3CCCCC3)cc2C(=O)N([C@@H](C)CO)C[C@H]1C
    -4, 1, 14, -4[16.7 µM], 2, 1, -1.4
> C[C@@H]1CN([C@H](C)CO)C(=O)Cc2cc(NC(=O)CCC(F)(F)F)ccc2O[C@H]1CN(C)C(=O)Nc1ccc(F)cc1
    1, 0, ?, 0[16.7 µM], -4, 3, 1.2
> COc1ccc(CN2CCNC(=O)C2CC(=O)N2CCCCO2)cc1OC (stereo not given)
    -1, -1, 2, ·, 3, 0, 0.8
> O=C(O)CNC(=O)/C=C/c1ccc(Cl)cc1Cl
    ·, -2, 3, ·, 0, -3, -0.2
> CCN(CC)c1ccc(C(=C2C=CC(=[N+](CC)CC)C=C2)c2ccc(N(CC)CC)cc2)cc1
    25, 15, -3, -38, 4, 1, -6.1
> Cc1ccc(N2CC(C(=O)Nc3ccc(S(=O)(=O)NCC4CCCO4)cc3)CC2=O)cc1C (stereo not given)
    2, 1, 18, 1, 3, -13, 2.3
> C[C@H](CO)N1C[C@H](C)[C@H](CN(C)Cc2ccncc2)Oc2c(NC(=O)c3nc4ccccc4s3)cccc2C1=O
    7, -13, -10, 15[16.7 µM], 0, 1, 2.0
> CN1c2ccc(-c3cccc(C#N)c3)cc2[C@@H]2[C@@H](CCN2C(=O)Cc2ccccn2)[C@@H]1CO
    -2, 3, 5, -2[16.7 µM], -3, 5, 0.4
> C[N+](C)(C)CCCCCC(=O)/C=N/O
    -94, 15, 2, ·, 1, -4, 0.8
> FC(F)(F)c1nc(SCc2ccc(Cl)cc2Cl)n[nH]1
    9, -1, 2, ·, 1, -1, 0.1
> Oc1cc2c(cc1C(c1ccc(Cl)c(Cl)c1)N1CCCC1)OCO2 (stereo not given)
    1, -1, 9, ·, 8, 2, -1.2
> COc1c(O[C@@H]2O[C@H](CO)[C@@H](O)[C@H](O)[C@H]2O)cc2c(c1OC)-c1ccc(SC)c(=O)cc1C(NC(C)=O)CC2 (stereo not given in full)
    3, 3, 2, 24, -1, 5, 14*
> C#CC(C)(CC)NC(=O)Cn1nnc(-c2cccc(C(F)(F)F)c2)n1 (stereo not given)
    1, 0, ·, 4, -4, -1, -0.8
> Cc1csc(SCC(=O)NCc2ccccc2)n1
    -110, -4, 9, ·, -2, -6, 0.0
> COc1cccc(-c2cn(CC[C@H]3CC[C@@H](NC(=O)CN(C)C)[C@H](CO)O3)nn2)c1
    -2, -3, ?, ·, 7, -5, -3.0
> CC1(C(=O)Nc2ccc(F)cc2F)CCN1C(=O)Cc1ccccc1Cl (stereo not given)
    -2, -5, -7, 7, 4, ·, -2.7
> CCC(=O)NC[C@@H]1N[C@@H](CO)[C@H]1c1ccc(-c2cccc(C#N)c2)cc1
    3, -3, 2, 30[16.7 µM], -6, 0, -1.7
> CC1(c2nnnn2-c2ccc3c(c2)OCCO3)CCC(=O)N1CC1CCCCC1 (stereo not given)
    1, ·, 9, ·, -1, -3, -1.1
> COc1ccc(NC2c3ccccc3C(=O)N2c2cccnc2)cc1 (stereo not given)
    2, 1, -3, 13, 0, -3, -1.4
> COC(=O)C[C@H]1CC[C@@H]2[C@@H](COc3ccc(NC(=O)Nc4cc(C)cc(C)c4)cc3C(=O)N2C)O1
    0, 3, -2, ·, -3, 0, ·

The list goes on:
The line under a structure holds: Casp6 inh, ERAP1 HTS inh, DENV2 CPE rescue, miR-122 sensor, ERp5 inh, SIRT5 block, CFTR F508del cor
> Cc1ccccc1NC(=O)C1CCN(S(=O)(=O)c2cccs2)CC1
    5, 4, -6, -5, -1, -1, 1.4
> OCCN1CCN(c2ncnc3c2sc2nc(N4CCOCC4)c4c(c23)CCC4)CC1
    ·, -6, -4, 2, 2, -1, 0.0
> O=S(=O)(c1ccc(F)cc1)N1CCCc2nc(-c3ccc(Br)cc3)ccc21
    -5, 0, 3, ·, -1, ·, -0.4
> C[C@@H]1CN([C@@H](C)CO)C(=O)Cc2cc(NC(=O)Cc3cn(C)c4ccccc34)ccc2O[C@H]1CN(C)Cc1ccc(Cl)c(Cl)c1
    1, 0, 1, -17[16.7 µM], -12, -2, 5.1
> CCCN(CC(=O)Nc1ccccc1C)C(=O)CCN1C(=O)c2cccc([N+](=O)[O-])c2C1=O
    0, -5, -4, ·, 2, -1, -0.8
> COc1ccc(N2CC(C(=O)Nc3c(C(N)=O)oc4ccccc34)CC2=O)cc1 (stereo not given)
    5, -2, -7, 5, 1, -7, -0.2
> Cc1ccc(CN2CCSc3ccc(C(=O)NC4CCN(Cc5ccccc5)CC4)cc32)cc1
    -3, -1, 0, -10, 6, -6, 6.2
> O=c1/c(=C/c2ccc(CNS(=O)(=O)c3ccccc3)o2)sc2n1CCN=2
    16, 3, 8, ·, -1, 1, 2.6
> O=C(COC(=O)C1C2CC3OC(=O)C1C3C2)Nc1cccc(C(F)(F)F)c1 (stereo not given)
    -1, -3, 3, -1, 5, -11, -2.1
> Cc1ccccc1-c1ccc(CN2C(C)C(=O)N(Cc3cn(Cc4ccco4)nn3)CCS2(=O)=O)cc1 (stereo not given)
    -1, ·, 12, -9, 3, 0, 1.5

Complete entries as entered above. Values in the order: Casp6 inh | ERAP1 HTS inh | DENV2 CPE rescue | miR-122 sensor | ERp5 inh | SIRT5 block | CFTR F508del cor
CCCN(CC(=O)Nc1ccccc1C)C(=O)CCN1C(=O)c2cccc([N+](=O)[O-])c2C1=O as listed: 0 | -5 | -4 | · | 2 | -1 | -0.8
Cc1ccccc1NC(=O)C1CCN(S(=O)(=O)c2cccs2)CC1 as listed: 5 | 4 | -6 | -5 | -1 | -1 | 1.4

Other entries follow.
The line under a structure holds: Casp6 inh, ERAP1 HTS inh, DENV2 CPE rescue, miR-122 sensor, ERp5 inh, SIRT5 block, CFTR F508del cor
> Cc1ccnc2nc(C(=O)OCC(=O)N3CCc4ccccc43)nn12
    2, -3, -7, ·, 2, -1, -2.2
> Cc1ccc(NC(=S)N(CCCN(C)C)Cc2cc3cc4c(cc3[nH]c2=O)OCO4)cc1
    -5, -6, 7, ·, -1, -2, -1.1
> Cc1cc(N2CCCC2)ccc1NC(=O)CN1C(=O)NC2(CCCCC2)C1=O
    39*, -1, -5, 1, -13, 0, 1.2
> CCCNC(=O)N(C)C[C@H]1Oc2cc(C#C[C@@H](C)O)ccc2S(=O)(=O)N([C@@H](C)CO)C[C@@H]1C
    -4, 0, 7, -1[16.7 µM], 6, -2, -3.6
> CCc1ccc([C@@H]2CC=C(C(=O)O)[C@H](c3cccc(Cl)c3)N2S(=O)(=O)c2ccc(C)cc2)cc1
    21, -1, 9, ·, -4, 11, 0.9
> CCC(CC)c1nnc(NC(=O)C2CC(=O)N(c3ccc4c(c3)OCCO4)C2)s1 (stereo not given)
    0, 1, ?, -3, -1, -1, 3.6
